# Bioassay records as filed in PubChem.
# MLLE-PAM2 inh: blocks PAM2 peptide binding to the PABP1 MLLE domain; GST-MLLE / FITC-PAM2 fluorescence polarization; inhibition, % at 20 µM; 360,000 compounds, 0.36% hits; AID 588489; in the data active = inhibition above about 35%, passing the limit was not always enough;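 note: plate controls were DMSO wells with GST-MLLE for no effect and wells lacking GST-MLLE protein for full effect; some results filed as inactive read as strong as hits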
# Target sequence (P11940 whole entry, looked up, the tested form may be a part): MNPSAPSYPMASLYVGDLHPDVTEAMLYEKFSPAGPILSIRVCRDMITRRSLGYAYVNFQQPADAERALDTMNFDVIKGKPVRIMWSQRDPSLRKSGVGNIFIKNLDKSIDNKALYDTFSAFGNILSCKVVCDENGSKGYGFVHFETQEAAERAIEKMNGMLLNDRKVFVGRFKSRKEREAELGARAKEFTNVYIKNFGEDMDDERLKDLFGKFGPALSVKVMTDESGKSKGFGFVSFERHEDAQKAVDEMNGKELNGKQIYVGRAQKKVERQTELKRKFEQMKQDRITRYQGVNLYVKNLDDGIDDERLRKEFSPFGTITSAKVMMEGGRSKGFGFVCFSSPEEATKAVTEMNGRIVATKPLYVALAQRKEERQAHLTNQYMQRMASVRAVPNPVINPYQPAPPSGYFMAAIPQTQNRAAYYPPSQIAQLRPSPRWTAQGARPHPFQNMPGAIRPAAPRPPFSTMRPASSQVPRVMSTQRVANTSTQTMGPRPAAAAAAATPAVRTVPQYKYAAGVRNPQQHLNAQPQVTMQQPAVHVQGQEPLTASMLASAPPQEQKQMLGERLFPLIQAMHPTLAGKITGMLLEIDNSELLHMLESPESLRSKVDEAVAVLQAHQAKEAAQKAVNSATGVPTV
# FAS-TE inh: inhibitors of human fatty acid synthase thioesterase domain. P49327. recombinant FAS-TE, OMFH fluorogenic substrate, fluorescence endpoint. inhibition, % at 15 µM. 360,000 compounds, 0.67% hits;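 active = compounds whose normalised, plate-corrected inhibition of enzyme fluorescence in the single-dose primary screen is 50% or more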;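 note: 0% = DMSO with enzyme and 100% = substrate without enzyme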
# CendR NRP1 mod: modulators of CendR peptide binding to human neuropilin-1; FAM-RPARPAR peptide binding to NRP-1, fluorescence polarization; inhibition, % at 25 µM; 360,000 compounds, 0.85% hits; AID 602438;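 active = inhibition or corrected inhibition above about 18%, plus a signal ratio from 0.5 to 1.5, limit read from the data, passing the limit was not always enough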; note: strong numbers were not always called active
# SKN-1 block: blocks SKN-1 activity in C. elegans. C. elegans VP596 Pgst-4::GFP/RFP ratio, acrylamide-induced, 24 h. inhibition, % at 21.8 µM. 360,000 compounds, 0.49% hits;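 active = interference check ratio from 0.5 to 1.5 plus GFP to RFP signal ratio inhibition reaching or exceeding a fixed threshold, cut at about 30% in these data, passing the limit was not always enough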; note: some compounds called inactive have numbers as strong as hits
# eLon inh: inhibitors of E. coli Lon protease; inhibition, % at 7.94 µM; purified E. coli Lon protease, fluorescence polarization; 360,000 compounds, 0.42% hits; in the data active = inhibition above about 13%, passing the limit was not always enough;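 note: 0% = enzyme with probe and DMSO and 100% = no enzyme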
# MsrA act: activates bovine MsrA enzyme; purified bovine MsrA, absorbance read-out; 360,000 compounds, 0.3% hits; activation, % at 10.6 µM; in the data active = activation above about 7.5%;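 note: 0% = vehicle and 100% = reference activator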
# MT1-MMP act inh: MT1-MMP (human) activation inhibition | P50281 | HT1080 RFP-PRO-GFP cells, GFP/RFP ratio fluorescence, overnight; percent of plate control window, DMSO zero | GFP/RFP ratio change, % at 20 µM | 360,000 compounds, 0.061% hits;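 active = GFP/RFP ratio change of at least 30% with cell ATP level not reduced by more than half and red fluorescence within 50% of control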; note: strong numbers were not always called active
#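 Read-out: GFP/RFP fluorescence ratio; Test system: RFP-PRO-GFP reporter HT1080 cells; Compound dosing: single-point 20 µM compound, 1% DMSO; Times: overnight compound exposure at 37 °C.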
# MsrA inhibitor: inhibitors of bovine MsrA; purified bovine MsrA, absorbance read-out; inhibition, % at 15.5 µM; 360,000 compounds, 0.75% hits; in the data active = inhibition above about 4.5%;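 note: 0% = vehicle wells with enzyme and 100% = reference inhibitor wells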
# Tb MetRS inh: Trypanosoma brucei MetRS inhibition | purified T. brucei MetRS, ATP depletion, Kinase-Glo luminescence | inhibition, % at 11.9 µM | 360,000 compounds, 0.4% hits | AID 624268;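 active = inhibition above a per-plate cutoff of the control wells' mean inhibition plus 3 SD, cut at about 5.5% in these data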;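 note: 0% = DMSO wells median and 100% = median of wells with control inhibitor compound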
#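 Material: parasite MetRS enzyme / Replication: singlicate, one well per compound / Signal: luminescence of leftover ATP / Schedule: 2 h aminoacylation at 25 °C after 15 min preincubation / Medium: HEPES-MgCl2-KCl buffer plus DTT, spermine, BSA, pyrophosphatase / Doses: 11.9 µM single point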
# Starred values were filed as active, the others as inactive; . = not tested or not shown.
SMILES,MLLE-PAM2 inh,FAS-TE inh,CendR NRP1 mod,SKN-1 block,eLon inh,MsrA act,MT1-MMP act inh,MsrA inhibitor,Tb MetRS inh
O=c1[nH]c2ccc(N=Cc3c(O)ccc4cc(Br)ccc34)cc2[nH]1,-51.4,-31.1,123.8,28.8,-147.8,-4.1,-2.8,-0.2,0.3
Cc1cn([C@H]2C[C@H](O)[C@@H](/C=C/C(=O)NCCC(c3ccccc3)c3ccccc3)O2)c(=O)[nH]c1=O,2.5,-1.0,3.8,0.0,-10.0,-6.5,2.0,0.6,-0.9
Cc1ccc(S(=O)(=O)N2CCN(Cc3cccc(C)c3O)CC2)cc1,-8.4,14.4,-8.6,2.4,-4.7,-0.3,-4.6,0.3,-0.8
CCOC(=O)c1sc(NC(=O)CSc2nc(C)cc(C)n2)c(C#N)c1C,-2.0,23.4,-5.5,23.4,9.8,-1.4,.,0.0,-0.8
CC1=C(/C=C/C(=O)O)C(C)(C)CCC1,2.2,-5.7,2.8,11.3,-6.5,-0.7,6.3,0.1,0.3
CC1CN(c2oc(-c3ccco3)nc2C#N)CC(C)O1 (stereo not given),2.1,-7.4,14.1,7.7,1.9,1.5,-1.4,0.8,0.4
CCOC(=O)c1ccc(NS(=O)(=O)c2c(C)n(C)c(=O)n(C)c2=O)cc1,0.2,-0.9,-4.3,-2.7,4.4,-8.7,1.0,0.4,0.9
Cn1cc(CN2CCC(C(=O)NC(c3ccc(-c4ccccc4)cc3)c3cnccn3)CC2)c2ccccc21 (stereo not given),-2.5,-0.6,-5.5,-10.1,-11.0,-0.5,0.7,0.5,-0.1
O=C(Oc1cccc(Br)c1)c1cccnc1,10.2,5.9,7.4,22.8,5.0,-0.4,2.0,0.1,-0.9
COc1ccc(C(=O)Nc2ccnn2C2CCN(CC3CC=CCC3)CC2)cc1 (stereo not given),0.4,-0.8,-8.2,-4.7,-0.4,-2.4,0.9,0.6,0.0
O=C(OCC#CCSc1nnc(-c2cccc3ccccc23)o1)c1cnc[nH]1,-144.6,-20.0,-14.5,3.5,4.3,0.4,8.1,0.8,0.4
Cc1ccc(OCC(O)Cn2c(N)nc3c2c(=O)n(C)c(=O)n3C)cc1 (stereo not given),2.6,-1.1,-5.2,3.1,8.3,-0.4,-1.8,-0.3,-0.4
CCOc1ccccc1NC(=O)[C@@H](NC(=O)c1cccc(S(=O)(=O)N2CCOCC2)c1)C(C)C,3.0,-6.8,-0.5,5.9,-2.2,-2.3,-1.3,-0.2,-0.2
CC1CN(CC(=O)Nc2ccc([N+](=O)[O-])cc2Br)CC(C)O1 (stereo not given),10.5,-1.1,-4.9,-5.0,8.2,-0.9,-0.7,2.2,-0.4
CC(=O)c1sc2nc(-c3ccccc3)cc(C)c2c1N,16.2,13.5,2.9,-1.0,3.2,-4.3,0.2,-0.3,-1.0
O=C(CC1SCCNC1=O)Nc1ccc(F)c(Cl)c1 (stereo not given),2.3,-0.9,-13.6,-6.8,-3.7,-1.1,5.1,-0.6,-0.7
CCCCCC(O)CCCC(=O)O (stereo not given),11.1,2.7,1.4,-16.9,5.0,-1.0,5.4,-1.5,-0.1
Cc1cc(C)c(NC(=O)CNC(=O)c2cc(C3CC3)nn2-c2ccccc2)c(C)c1,-6.7,2.0,-7.7,-7.5,9.9,-2.1,0.7,0.2,0.7
CC(/C=C/c1ccccc1)=N\NC(=O)CCc1ccccc1,-4.6,0.6,23.9*,5.3,-6.3,0.5,0.6,3.1,-0.4
CCOC(=O)CNC(=O)/C=C/c1c(Cl)cccc1Cl,-3.0,-10.8,-2.9,2.8,-4.1,-2.6,6.0,0.0,0.1
O=C1CC(N2CCN(C(c3ccccc3)c3ccccc3)CC2)C(=O)N1 (stereo not given),-5.7,-4.5,3.3,19.6,4.9,3.3,-0.2,0.8,-0.2
COC(=O)c1ccc(N2CCN(S(=O)(=O)c3ccc4ccccc4c3)CC2)c([N+](=O)[O-])c1,-5.4,26.0,12.4,-0.4,-2.7,-11.9,18.2,0.7,-1.7
Cc1ccc(C)c(-c2cc(C(=O)NN3CCOCC3)c3ccccc3n2)c1,17.6,-1.8,-5.0,3.5,-0.2,-1.6,10.1,-0.2,-0.7
Cc1cc(NC(=O)C2CCCC2)n(-c2nc3ccccc3[nH]2)n1,0.8,7.0,-2.6,-12.0,-0.5,-13.4,-2.2,1.7,-1.5
CCc1cc2c(=O)c(-c3ccon3)c(N)oc2cc1OC,-32.3,0.7,36.1*,8.4,-12.2,-3.2,1.5,0.5,-1.2
COc1ccc2c(C(=O)c3ccc(Cl)cc3)n(CCCC(N)=O)[n+]([O-])c2c1,-5.5,-7.0,-3.3,6.4,7.2,-10.9,-1.8,0.3,-0.4
COc1ccc(C(C(=O)Nc2c(C)cccc2C)n2c(=O)c(-c3ccco3)nc3ccccc32)cc1 (stereo not given),.,.,-45.6,22.4,.,.,-2.0,0.0,-0.3
Cc1ccc2nc(-c3ccc(Cl)cc3)c(Cc3cccc(Cl)c3)n2c1,.,24.2,-14.1,7.0,-5.9,-4.2,-5.1,0.6,0.2
CC(C)(C)C(=O)Nc1ccc(N2CCN(c3ccc(C(F)(F)F)cn3)CC2)nc1,-1.7,-5.5,-0.7,-11.2,-2.6,0.5,3.1,-0.9,-0.4
O=Cc1cn(-c2ccccc2)nc1-c1cc2c(ccc3ccccc32)oc1=O,-5.0,-3.4,-7.3,8.1,6.8,0.1,-0.9,0.3,0.3
Cc1ccc(NC(=O)CN2C(=O)NC(Cc3c[nH]c4ccccc34)C2=O)cc1S(=O)(=O)N1CCCCC1 (stereo not given),-20.5,7.7,-0.3,-5.5,7.4,-0.9,8.8,0.4,-0.2
CC(C)(C)[C@H]1C=C(C(=O)NCc2nc3ccccc3[nH]2)O[C@@H](OCc2ccc(CO)cc2)C1,-5.3,1.0,16.7,12.1,15.9,-1.6,7.2,-0.7,62.5*
O=C1/C(=C\c2ccsc2)N2CCC1CC2,-6.5,-4.2,5.2,2.5,-0.9,1.2,6.1,2.8,0.4
CSCCC(NC(=O)C1CCC(C)CC1)C(=O)N1CCN(c2ccccn2)CC1 (stereo not given),8.0,-2.6,4.5,-4.8,10.8,-0.7,1.0,-0.8,0.3
O=C1CC(c2ccccc2)=NO1,5.9,-9.3,-9.5,-2.5,-8.6,-3.4,-0.2,-0.1,-0.2
Cc1ccc(NC(=O)C(=O)NCc2ccccn2)cc1,4.4,-0.8,6.0,2.7,-0.3,-3.7,6.5,0.1,-0.1
Cc1nc(NCCc2ccccc2)sc1C(=O)O,-87.6,-3.3,3.2,7.6,-2.7,-1.9,1.4,1.3,0.1
CCC1CCCCN1C(=O)COC(=O)c1cc(=O)[nH]c2ccccc12 (stereo not given),2.1,-1.9,-13.7,-9.6,1.6,-5.6,0.7,3.5,0.1
CN(C)C(CNc1ccc(C(F)(F)F)cc1[N+](=O)[O-])c1ccccc1 (stereo not given),7.9,23.2,-15.7,5.6,0.5,-2.2,-4.7,-0.8,0.0
CC(C)(C)OC(=O)N1CCCC(C(=O)Nc2cccc(C(=O)NC3CC3)c2)C1 (stereo not given),5.4,-7.3,1.4,0.4,11.3,-0.5,1.8,0.4,-0.2
CCc1ccccc1NC(=O)Nc1cccn(Cc2ccc(F)cc2)c1=O,15.1,11.6,1.9,7.0,1.7,-4.9,-27.6,1.1,-0.5
COc1ccccc1NC(=O)CN1CCCCCC1,9.0,-0.6,5.7,-3.4,-6.6,-3.7,-0.9,-1.1,-0.4
Cc1ccc2nc3c(c(Nc4ccc5c(c4)OCCO5)c2c1)CCC3,-12.0,-2.3,-0.3,-1.3,-4.9,-8.5,1.1,0.8,0.3
O=C(NC1CCCC1)C(c1ccccc1)n1c(Cc2cc(F)cc(F)c2)nc2ccccc21 (stereo not given),.,.,-2.3,5.4,.,.,-4.7,-0.4,-0.8
Cc1ccc2nc(SCC3CCCCO3)[nH]c2c1 (stereo not given),-12.6,-2.3,1.5,8.6,-0.3,-4.6,-1.2,-1.1,1.1
CCC1CCCCN1CCCNC(=O)C1CC(=O)N(CCc2ccccc2)C1 (stereo not given),7.0,-5.4,-0.9,4.1,-3.4,-4.8,1.3,0.9,0.2
O=C(Nc1cccc2ccccc12)c1csc([C@@H]2C[C@H](O)[C@@H](CO)O2)n1,10.2,-5.6,-22.6,3.3,-2.7,0.1,0.1,1.0,-0.3
CCN(CCNC(=O)c1cccc(N2CCCC2=O)c1)c1ccccc1,-20.2,-2.6,-4.5,-11.3,-9.9,-5.7,-0.4,-0.7,-0.4
CSc1nc(C)cc(-n2cc(F)c(=O)[nH]c2=O)n1,5.2,-10.2,-1.8,10.5,-10.4,-7.4,-1.8,0.2,-1.5
NC(=O)c1nsc(C(=O)N(c2ccccc2)C(C(=O)NCC2CCCO2)c2ccc3ncccc3c2)c1N (stereo not given),11.1,-1.1,-42.7,5.6,-4.0,-1.3,1.1,2.2,0.1
CC(Sc1nc(N2CCOCC2)c2c(c1C#N)CC(C)(C)OC2)C(=O)Nc1ccccc1 (stereo not given),7.5,-15.2,-20.6,3.4,-4.8,-5.5,-2.6,-0.2,-0.2
O=C(Nc1ccc(-n2cnnn2)cc1)C1CCC1,-2.6,-4.8,3.7,-15.4,0.0,-2.0,-4.7,1.5,0.1
O=c1[nH]nc(Sc2ccccc2)c(=S)[nH]1,45.5*,-4.5,3.4,1.3,-11.3,-10.7,-3.2,1.3,0.0
CN(CC(=O)Nc1cccnc1)S(=O)(=O)c1cc(Cl)ccc1Cl,2.0,-3.4,5.0,-10.2,-2.6,-2.5,0.6,.,-0.5
COc1ccc(C(=O)Nc2nc(-c3ccccn3)cs2)cc1S(=O)(=O)N1CCOCC1,19.2,-1.8,-8.4,-7.3,-12.4,-11.9,-2.9,1.7,-0.5
COc1ccc(CNc2nc3ccc(C)cc3s2)c(OC)c1OC,-0.2,9.6,1.1,12.7,2.0,-1.9,-1.8,-0.7,-0.2
CC(=O)Nc1nc2c(C)c(Cl)ccc2s1,15.1,-5.1,-17.5,4.1,0.8,0.1,-2.5,2.4,0.0
COCCCNC(NC(=O)c1ccc(OC)cc1)C(Cl)(Cl)Cl (stereo not given),7.3,-2.8,-10.7,1.9,-3.8,-0.8,-2.1,-0.6,-0.3
COc1ccc(Br)c(C(=O)OCC(=O)N2CCC(Cc3ccccc3)CC2)c1,-6.5,30.9,1.0,-18.4,-6.2,-3.9,-10.1,1.1,-0.4

# Compound profiles, from the list above.
# COc1ccc(CNc2nc3ccc(C)cc3s2)c(OC)c1OC as listed: MLLE-PAM2 inh = -0.2; FAS-TE inh = 9.6; CendR NRP1 mod = 1.1; SKN-1 block = 12.7; eLon inh = 2.0; MsrA act = -1.9; MT1-MMP act inh = -1.8; MsrA inhibitor = -0.7; Tb MetRS inh = -0.2
# O=c1[nH]nc(Sc2ccccc2)c(=S)[nH]1 as listed: MLLE-PAM2 inh = 45.5*; FAS-TE inh = -4.5; CendR NRP1 mod = 3.4; SKN-1 block = 1.3; eLon inh = -11.3; MsrA act = -10.7; MT1-MMP act inh = -3.2; MsrA inhibitor = 1.3; Tb MetRS inh = 0.0
